# Assay outcomes from PubChem.
# Pin1 inhibitor: human Pin1 inhibition; Pin1 FP peptide displacement, HiFluor488, 10 min; Potency, µM (series often up to 115 µM), without a hit: at the highest dose activity, negative = inhibition, usual class: inhibitors; hit rate 0.009% among 390,000; AID 504891; active means well fitted inhibition curve with a large enough effect in the polarisation, with a control signal flat, not every such curve was filed as active; inconclusive means small, poorly fitted or top-dose-only effect, or effect the other way, or a change in a side signal; inactive means no such curve, though single readings can be large or run the other way; the % refers to the polarisation; further: potency means the concentration at half of the fitted maximal effect; on the % scale 0 is the no-effect control and ±100 the full control effect
# HP1b chromo inh: inhibitors of HP1-beta chromodomain binding to methylated histone tails; Potency, µM (highest dose often 114 µM), without a hit: top-dose activity change, negative = inhibition, most hits filed as inhibitors; hit rate 0.56% among 390,000; AlphaScreen HP1-beta / biotin-H3K9me3 peptide binding; further: potency means the concentration at half of the fitted maximal effect; nearly all actives have a fitted effect of over 70% in size; inactives centre near 23
# Target sequence (P83916 whole entry, looked up): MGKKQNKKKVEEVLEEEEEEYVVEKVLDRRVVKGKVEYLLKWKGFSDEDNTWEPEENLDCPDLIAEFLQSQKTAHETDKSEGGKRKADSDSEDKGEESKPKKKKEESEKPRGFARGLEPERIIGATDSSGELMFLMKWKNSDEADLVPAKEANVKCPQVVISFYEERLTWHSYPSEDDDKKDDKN
#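 Compound inhibition of the preformed complex between 50 nM HP1-beta and 50 nM biotinylated H3K9me3 peptide was read by AlphaScreen. Buffer was PBS pH 7.4 with 0.01% Tween-20. Incubations ran 30 min at room temperature, with 10 ug/mL donor/acceptor beads.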
# PGK inhibitor: T. brucei PGK inhibition; Potency, µM (highest dose often 57.5 µM), inactives show top-dose activity change, negative = inhibition, most hits filed as inhibitors; hit rate 0.043% among 380,000; P07378; PGK/GAPDH coupled, Kinase-Glo luminescence, 60 min; further: potency means the concentration at half of the fitted maximal effect; on the % scale 0 is the no-effect control and ±100 the full control effect; nearly all actives have a fitted effect of over 60% in size
#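 Recombinant glycosomal PGK reaction used 1,3-bisphosphoglycerate generated in-well by GAPDH (100nM final) in 100mM TEA pH 7.6, 5mM MgCl2, 0.01% Tween-20. After 60 minutes at room temperature, ATP was read by Kinase-Glo Plus luminescence end-point.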
# PI4K2A inh: blocks human PI4K2A kinase activity; Q9BTU6; purified PI4K2A, ADP-Glo luminescence, 1 h; active compounds read low; activity change, negative = inhibition, % at 76.9 µM; hit rate 0.13% among 420,000; in the data active means activity change below about -50%; inconclusive means mostly about -30% to -49%;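 further: -100% = wells without enzyme as full effect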
#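 In this quantitative HTS, ADP production by PI4K2A was quantified luminescently after 1 h at ambient temperature; 100 microM adenosine served as plate-quality control.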
# ERG Ets-DNA blk: inhibitors of human ERG Ets domain-DNA interaction. AID 624246. Potency, µM (doses to about 76.9 µM), without a hit: at the highest dose FP activity, negative = inhibition, most hits filed as inhibitors. hit rate 0.028% among 370,000. fluorescence polarization, His-ERG Ets domain / labelled DNA. P11308; active means well fitted inhibition curve with a large enough effect in the polarisation, with a control signal flat; inconclusive means small, poorly fitted or top-dose-only effect, or effect the other way, or a change in a side signal; inactive means no such curve, though single readings can be large or run the other way; the % refers to the polarisation;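 further: polarization taken with two DNA probes labelled with fluorescein and Texas red; potency means the concentration at half of the fitted maximal effect; % of control where 0% means no effect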
# Target sequence (P11308 whole entry, looked up, the tested form may be a part): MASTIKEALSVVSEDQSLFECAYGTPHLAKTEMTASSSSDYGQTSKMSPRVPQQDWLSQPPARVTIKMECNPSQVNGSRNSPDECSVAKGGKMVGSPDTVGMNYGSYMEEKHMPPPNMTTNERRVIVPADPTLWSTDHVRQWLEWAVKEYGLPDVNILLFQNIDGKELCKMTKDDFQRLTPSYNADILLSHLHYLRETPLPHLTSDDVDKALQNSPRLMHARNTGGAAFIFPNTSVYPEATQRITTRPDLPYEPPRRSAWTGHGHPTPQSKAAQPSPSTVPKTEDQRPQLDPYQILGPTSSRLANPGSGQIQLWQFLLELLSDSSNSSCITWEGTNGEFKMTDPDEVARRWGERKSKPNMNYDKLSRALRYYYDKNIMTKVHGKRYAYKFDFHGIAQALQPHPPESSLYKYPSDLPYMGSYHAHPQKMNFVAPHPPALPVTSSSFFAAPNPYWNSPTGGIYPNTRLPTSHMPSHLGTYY
#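 His-tagged ERG Ets domain (1 uM in the protein solution; 300mM KCl, 50mM Tris-HCl, 1mM EDTA, 1mM DTT, pH 7.5) received compound, then a probe mix of 5 nM fluorescein-DNA and 100nM Texas-615-DNA. Fluorescence polarization was read for both dyes.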
# G9a inh: inhibitors of human histone lysine methyltransferase G9a. Q96KQ7. G9a H3K9 monomethylation, AlphaScreen, 2 h. Potency, µM (highest dose often 102 µM), for the others: at the top dose activity, negative = inhibition, usual class: inhibitors. hit rate 8.8% among 350,000; further: potency means the concentration at half of the fitted maximal effect; on the % scale 0 is the no-effect control and ±100 the full control effect; nearly all actives have a fitted effect of over 75% in size
# Target sequence (Q96KQ7 913-1193 limits assumed): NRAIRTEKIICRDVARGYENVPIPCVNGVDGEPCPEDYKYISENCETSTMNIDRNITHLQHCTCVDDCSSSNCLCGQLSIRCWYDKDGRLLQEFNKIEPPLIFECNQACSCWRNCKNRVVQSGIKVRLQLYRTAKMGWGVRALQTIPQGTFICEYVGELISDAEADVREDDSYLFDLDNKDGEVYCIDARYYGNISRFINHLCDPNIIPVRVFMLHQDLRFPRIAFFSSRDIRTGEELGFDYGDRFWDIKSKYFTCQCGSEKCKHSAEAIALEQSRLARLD
#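 Chemiluminescent proximity detection of H3K9 monomethylation, read after 10 min bead incubation in the dark. Reaction: 20 nM G9a, 500 nM biotin-H3K9 peptide, 20 uM SAM cofactor, 2 h, room temperature, following 15 min enzyme-compound preincubation.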
# GLS inh: blocks human kidney-isoform glutaminase activity. O94925. GLS enzymatic activity, qHTS titration. Potency, µM (doses to about 45.5 µM), for the others: top-dose activity change, negative = inhibition, actives largely listed as inhibitors. hit rate 0.21% among 410,000. AID 624170; further: potency means the concentration at half of the fitted maximal effect; on the % scale 0 is the no-effect control and ±100 the full control effect
#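 Coupled fluorescence readout: glutamate oxidase/HRP/Amplex Red detect glutamate formed by hKGA from L-glutamine (1 mM solution added). Buffer 45 mM KH2PO4 pH 8.2, 0.02% Tween-20; reads at t0 and 30 min RT.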
# BAZ2B block: blocks human BAZ2B; Q9UIF8; AlphaScreen BAZ2B-H3K14Ac peptide displacement; Potency, µM (doses to about 114 µM), for inactives: top-dose activity change, negative = inhibition, actives largely listed as inhibitors; hit rate 4.4% among 360,000; further: potency means the concentration at half of the fitted maximal effect; on the % scale 0 is the no-effect control and ±100 the full control effect; nearly all actives have a fitted effect of over 60% in size
#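 Multi-concentration screen (max 110 uM) measuring displacement of acetylated histone H3 peptide from BAZ2B by AlphaScreen, using 50 nM protein, 50 nM peptide and 10 ug/mL streptavidin donor plus Ni-chelate acceptor beads.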
# JMJD2A Tudor: blocks the human JMJD2A Tudor domain | O75164 | AlphaScreen JMJD2A-Tudor / H3K4me3 peptide binding | Potency, µM (highest dose often 114 µM), for inactives: top-dose activity change, negative = inhibition, most hits filed as inhibitors | hit rate 4.4% among 390,000 | AID 504339; further: potency means the concentration at half of the fitted maximal effect; on the % scale 0 is the no-effect control and ±100 the full control effect; nearly all actives have a fitted effect of over 50% in size
# The depositor's hits bear a star; i = inactive; ? = inconclusive; . = not tested or not shown; [ ] = another dose, or the depositor's remark. Unless noted, the call rests on the fitted dose curve; in most records, active means well fitted curve in the direction sought with a large enough effect; inconclusive means small, poorly fitted or top-dose-only effect, or another doubt; inactive means no such curve, though single readings can be large; an effect the other way counts as inactive or inconclusive.
JMJD2A Tudor	Pin1 inhibitor	HP1b chromo inh	GLS inh	BAZ2B block	PI4K2A inh	ERG Ets-DNA blk	PGK inhibitor	G9a inh	smiles
-11%	0%	34%	-9%	-5%	12	-2%	-9%	17%[59 µM]	Cc1nc([N+](=O)[O-])c(Br)n1CC(=O)c1ccc(F)cc1
-6%	-1%	19%	5%	-1%	0	-4%	-6%	-14%	O=C(CN1CCS(=O)(=O)CC1)NNC(=O)C1CCCCC1
-2%	-6%	15%	0%	6%	2	-5%	0%	2%	N#Cc1ccc(S(=O)(=O)N2CCC(N3CCCCC3)CC2)cc1
41%[activator]	-7%	116%[activator]	3%	39%	-7	1%	-4%	25%[59 µM]	CCc1c(CN2CCN(c3ccccc3F)CC2)csc1C
-33%	7%	7%	6%	-9%	4	1%	-1%	-14%[59 µM]	CCO[C@@H]1OC(C(=O)Nc2ccccc2)=C[C@H](c2csc3ccccc23)[C@H]1CCCO
?	0%	-1%	9%	6%	-8	12%	6%	-107%	COc1ccc(C(=O)c2nc3c(n2O)CCCCC3)cc1
?	7%	-32%	?	56µM*	-29	1%	-5%	6%[12.7 µM]	COCCn1c(C)cc(C(=O)COC(=O)c2ccc3ncsc3c2)c1C
-15%	11%	32%[activator]	-10%	10%	-5	-12%	i	9%[59 µM]	O=C(CSc1nc2ccccc2o1)Nc1nc(-c2ccccc2)cs1
?	-2%	-5%	?	-37%	?	-6%	-11%	35µM*	Cc1ccccc1Nc1nnc(SCC(=O)NC(=O)NCc2ccco2)s1
-23%	?	17%	-13%	-38%	4	0%	.	?	Nc1c(C(=O)Nc2cccc(Cl)c2)sc2nc3c(cc12)CN(Cc1ccccc1)CC3
-10%	?	29%	0%	-4%	-12	-12%	i	12%[12.7 µM]	Cc1nc2ccc(NC(=O)N3CCC(c4ccccc4)C3)cc2nc1C (stereo not drawn)
-6%	2%	30%	-1%	1%	-3	8%	i	48%	O=C(CN(c1cc(Cl)ccc1Cl)S(=O)(=O)c1ccccc1)N1CCOCC1

# Arranged by SMILES length (falling): 4 of the compounds above.
JMJD2A Tudor	Pin1 inhibitor	HP1b chromo inh	GLS inh	BAZ2B block	PI4K2A inh	ERG Ets-DNA blk	PGK inhibitor	G9a inh	smiles
-33%	7%	7%	6%	-9%	4	1%	-1%	-14%[59 µM]	CCO[C@@H]1OC(C(=O)Nc2ccccc2)=C[C@H](c2csc3ccccc23)[C@H]1CCCO
-11%	0%	34%	-9%	-5%	12	-2%	-9%	17%[59 µM]	Cc1nc([N+](=O)[O-])c(Br)n1CC(=O)c1ccc(F)cc1
-2%	-6%	15%	0%	6%	2	-5%	0%	2%	N#Cc1ccc(S(=O)(=O)N2CCC(N3CCCCC3)CC2)cc1
-6%	-1%	19%	5%	-1%	0	-4%	-6%	-14%	O=C(CN1CCS(=O)(=O)CC1)NNC(=O)C1CCCCC1

# New compounds follow
JMJD2A Tudor	Pin1 inhibitor	HP1b chromo inh	GLS inh	BAZ2B block	PI4K2A inh	ERG Ets-DNA blk	PGK inhibitor	G9a inh	smiles
-16%	-8%	-5%	7%	-12%	0	0%	-1%	13%[59 µM]	CS(=O)(=O)N1CCC(C(=O)Nc2ccc(C(F)(F)F)cc2)CC1
1%	-9%	44%[activator]	-6%	-2%	0	3%	i	7%	COCc1c(C(=O)N/N=C\c2cccs2)nnn1-c1nonc1N
9%	15%	39%[activator]	9%	6%	0	3%	-2%	.	COCCCN(C(=O)c1ccccc1)c1nc(-c2ccc(OC)cc2)cs1
-1%	1%	28%	-3%	-7%	-3	-4%	-3%	-2%[59 µM]	Cc1cc(C)c(-c2csc(NC(=O)COC(=O)c3ccc4c(c3)OCO4)n2)c(C)c1
-34%	24%	29%	23%	-6%	33	3%	1%	40µM*	Clc1ccc(Nc2nc(C3CC3)cs2)cc1
-19%	0%	21%	-5%	-1%	5	7%	-1%	.	C/C(Cl)=C\Cn1c(N2CCCC2)nc2c1c(=O)[nH]c(=O)n2C
0%	4%	47%[activator]	17%	6%	-3	1%	-8%	6%[12.7 µM]	Cc1ccc(NC(=O)C/C(N)=N/OC(=O)Nc2cccc(Cl)c2)cc1
22%	?	92%[activator]	1%	20%	1	5%	-7%	48%[activator][59 µM]	Cc1ccc(-c2c3c(=O)n(C)c(=O)n(C)c3c3c(C(F)(F)F)nc4ccccc4n23)cc1
-22%	1%	17%	24%	-20%	16	4%	3%	8%	COc1ccc(CN(C)CC(O)COc2ccc(C(=O)c3ccccc3)cc2)c(OC)c1OC (stereo not drawn)
-1%	-2%	16%	0%	0%	2	-2%	-3%	3%[59 µM]	CCOCCn1ccc2c(OCC(=O)NCc3ccc(F)cc3)cccc2c1=O
1%	-9%	47%[activator]	-4%	-2%	8	-5%	-1%	6%	CCOC(=O)C1CCN(C(=O)c2ccc(Cl)c(NC3=NC4CS(=O)(=O)CC4S3)c2)CC1 (stereo not drawn)
-6%	9%	36%	-1%	-4%	1	-3%	6%	50µM*	COc1ccc(CNC(=O)[C@H](Cc2ccccc2)NC(=O)C2CCNCC2)cc1
8%	3%	12%	1%	5%	0	-9%	4%	.	COc1ccc(Cc2noc(CN3CCNC(=O)CC3)n2)cc1OC
-10%	?	2%	-1%	-4%	2	-4%	-4%	32µM*	COc1ccc(CNC(=O)CSCc2cnn(-c3ccccc3)c2-n2cccc2)cc1
-14%	0%	-2%	0%	-30%	3	7%	5%	16%[59 µM]	COc1ccccc1N1CCN(C2CCN(S(=O)(=O)c3ccc(C)cc3)CC2)CC1
-29%	12%	5%	12%	79µM*	-7	-2%	0%	?	CCOC(=O)c1[nH]c2ccccc2c1NC(=O)c1ccccc1OC
30%	5%	83%[activator]	-2%	4%	-10	?	-4%	14%[2.33 µM]	S=C(NCCc1ccccc1)Nc1ccc(Cl)cc1Cl
-3%	1%	27%	6%	8%	-6	-4%	-11%	.	CCC(=O)c1cn(CC(=O)Nc2cccc(OC)c2)c2ccccc12
-11%	-3%	48%[activator]	0%	6%	3	14%	-9%	15%	Cc1nonc1CC(=O)N1CCCC(C(=O)c2cccc(C(F)(F)F)c2)C1 (stereo not drawn)
-17%	-1%	35%	-4%	-3%	7	-9%	-3%	-5%	Cc1ccc(NC(=O)OCCN2CCN(Cc3ccccc3)CCC2=O)cc1
1%	-1%	38%	-14%	.	-2	0%	1%	.	S=C(NCCc1ccccc1)Nc1ncccn1
-8%	-3%	36%	-2%	4%	0	-3%	-9%	?	CCc1nn(C(C)C(=O)N(C)Cc2ccccc2)c(=O)c2cc3occc3n12 (stereo not drawn)
13%	-1%	38%[57 µM]	1%	.	2	0%	-3%	.	N=C1c2ccccc2-c2ccccc21
-4%	0%	35%[activator]	-8%	5%	2	9%	-10%	-8%[59 µM]	CCN1C(=O)CSc2ccc(C(=O)NCCCN3CCOCC3)cc21
-25%	?	12%	4%	-10%	-5	0%	0%	-2%	COc1ccc(CNCC(O)(c2ccc(Cl)cc2)c2ccc(Cl)cc2)cc1OC
-9%	1%	20%	-7%	-1%	-9	-8%	-1%	13%[2.33 µM]	CCCOc1ccccc1C1NC(=O)NC(C)=C1C(=O)OCCOC (stereo not drawn)
-21%	0%	21%	2%	-1%	2	4%	-5%	-15%	CCOC(=O)c1c(C2CCN(C(=O)OCC)CC2)nc2ccccn12
-22%	0%	10%	7%	-9%	2	-3%	0%	6%	COC(=O)c1ccc(CN2CCCC(C(=O)Nc3cccc(-n4cnnn4)c3)C2)cc1 (stereo not drawn)
-3%	-3%	-7%	20%	-10%	1	-2%	7%	-3%	C#CCSc1nc(=O)c2cccnc2n1-c1ccc(C)cc1
-35%	2%	?	7%	?	1	3%	-3%	-7%	COc1ccc(Cc2nnc(SCc3ccc([N+](=O)[O-])cc3)o2)cc1
-7%	-5%	27%	-7%	-5%	-10	1%	-1%	-4%[59 µM]	COc1cccc(C(=O)Nc2ccc(NC(C)=O)cn2)c1
-5%	3%	9%	4%	7%	1	.	-4%	6%	CN(C(=O)c1ccc(Cl)c(S(=O)(=O)N2CCOCC2)c1)c1ccccc1C(=O)O
-8%	69%[activator]	33%	-5%	-16%	?	12%	-3%	7%	O=C(CN1C(=O)S/C(=C\c2ccccc2F)C1=O)NC1C=CS(=O)(=O)C1 (stereo not drawn)
-17%	0%	39%[activator]	-5%	4%	-3	-16%	i	3%	CC(C)Sc1n[nH]c(=O)n1-c1ccccc1

# Ordered by value in Pin1 inhibitor (lowest first): 4 from the list above.
molecule	JMJD2A Tudor	Pin1 inhibitor	HP1b chromo inh	GLS inh	BAZ2B block	PI4K2A inh	ERG Ets-DNA blk	PGK inhibitor	G9a inh
COc1cccc(C(=O)Nc2ccc(NC(C)=O)cn2)c1	-7%	-5%	27%	-7%	-5%	-10	1%	-1%	-4%[59 µM]
Cc1nonc1CC(=O)N1CCCC(C(=O)c2cccc(C(F)(F)F)c2)C1 (stereo not drawn)	-11%	-3%	48%[activator]	0%	6%	3	14%	-9%	15%
S=C(NCCc1ccccc1)Nc1ncccn1	1%	-1%	38%	-14%	.	-2	0%	1%	.
C/C(Cl)=C\Cn1c(N2CCCC2)nc2c1c(=O)[nH]c(=O)n2C	-19%	0%	21%	-5%	-1%	5	7%	-1%	.
